# Screens deposited in PubChem by several laboratories.
# Rac1 wt GTP bind: alters GTP binding to wildtype human Rac1; P63000; GST-Rac1 beads, fluorescent GTP binding, flow cytometry; actives lie on both sides; 0 = cold GTP competed, 100 = untreated; GTP binding activity (% of control), % at 10 µM; 190,000 compounds, 0.27% hits;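 active = GTP binding activity at least 20 points away from the 100% control level, either lower or higher; inconclusive = compound flagged as likely green fluorescent, judged across all proteins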
# Cdc42 wt GTP: human Cdc42 wildtype GTP binding change, either direction | percent activity (GTP binding), % at 10 µM | 190,000 compounds, 0.2% hits | P60953 | GST-Cdc42 beads, Bodipy-GTP binding, flow cytometry; actives lie on both sides | AID 761;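 active = percent activity GTP binding at least 20 points away from the 100% baseline, either down as inhibitor or up as activator; inconclusive = compound flagged as likely green fluorescent from well-wide comparison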;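 note: median bead fluorescence of bound Bodipy-FL-GTP at 100 nM; 0% = excess unlabeled GTP control and 100% = no compound control; below 100% means less GTP binding so inhibitor and above means activator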
# Target sequence (P60953 whole entry, looked up): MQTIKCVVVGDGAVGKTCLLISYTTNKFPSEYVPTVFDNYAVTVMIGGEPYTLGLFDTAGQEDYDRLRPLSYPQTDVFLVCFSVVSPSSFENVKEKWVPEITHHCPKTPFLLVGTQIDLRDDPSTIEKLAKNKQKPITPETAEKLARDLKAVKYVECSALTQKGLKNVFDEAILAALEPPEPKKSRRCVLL
# Rab7 wt modul: modulators of GTP binding to dog Rab7 wildtype GTPase; GST-Rab7 beads, fluorescent GTP binding, flow cytometry; actives lie on both sides; untreated = 100%, excess cold GTP = 0%; GTP binding activity (percent of control), % at 10 µM; 190,000 compounds, 0.055% hits;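 active = fluorescent GTP binding to Rab7 beads changed by at least 20 points from the 100% baseline, either direction, mostly lower; inconclusive = compound itself probably fluorescent, or too few beads counted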;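 note: median green fluorescence of bound Bodipy-FL-GTP per Rab7 bead population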
# Rac1 act GTP bind: modulators of GTP binding to human Rac1 activated mutant. P63000. GST-Rac1 activated beads, fluorescent GTP binding, flow cytometry; actives lie on both sides; 100% means binding = to untreated wells. percent activity (GTP binding), % at 10 µM. 190,000 compounds, 0.11% hits;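 active = GTP binding at least 20 percentage points away from the 100% baseline, in either direction, so actives lie on both sides; inconclusive = Compound likely fluorescent itself, or too few beads counted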
# HRas wt GTP: modulators of GTP binding to human HRas wildtype; AID 759; GTP binding activity, % at 10 µM; P01112; GST-Ras wt beads, Bodipy-FL-GTP binding, flow cytometry; actives lie on both sides; 190,000 compounds, 0.14% hits;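 active = GTP binding activity at least 20% away from the 100% baseline, either lowered as inhibitor or raised as activator; inconclusive = flagged as likely green fluorescent, judged across all proteins in the well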;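 note: 0% = unlabeled GTP competition control and 100% = no-compound control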
# Target sequence (P01112 whole entry, looked up): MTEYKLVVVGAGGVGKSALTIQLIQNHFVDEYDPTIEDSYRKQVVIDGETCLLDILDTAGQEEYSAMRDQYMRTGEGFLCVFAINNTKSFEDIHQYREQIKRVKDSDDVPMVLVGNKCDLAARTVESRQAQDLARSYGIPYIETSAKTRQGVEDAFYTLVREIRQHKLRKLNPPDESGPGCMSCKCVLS
# Rab2 wt GTP: changes GTP binding to wildtype dog Rab2A, up or down. GTP binding activity, % at 10 µM. GST-Rab2 wt beads, Bodipy-GTP binding, flow cytometry. 190,000 compounds, 0.19% hits. AID 760. P61105;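 active = GTP binding activity at least 20 points away from 100%, either lowered or raised; inconclusive = signal likely due to the compound's own green fluorescence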;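 note: 0% = beads with excess unlabeled GTP and 100% = no-compound control corrected for plate trend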
# Mcl1-Noxa inh: disrupts binding of human Mcl-1 to Noxa peptide | Q07820 | TR-FRET Mcl-1/Noxa peptide binding, 2 h | inhibition, % at 21.7 µM | 220,000 compounds, 1.5% hits | AID 1022;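 active = compounds that cut the protein-peptide binding signal by more than 50% relative to plate controls in a single-dose test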;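 note: His-tagged Mcl-1 with rhodamine Noxa BH3 peptide and terbium anti-His antibody; 0% = Mcl-1 plus Noxa peptide wells and 100% = peptide-only wells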
# Target sequence (Q07820 whole entry, looked up): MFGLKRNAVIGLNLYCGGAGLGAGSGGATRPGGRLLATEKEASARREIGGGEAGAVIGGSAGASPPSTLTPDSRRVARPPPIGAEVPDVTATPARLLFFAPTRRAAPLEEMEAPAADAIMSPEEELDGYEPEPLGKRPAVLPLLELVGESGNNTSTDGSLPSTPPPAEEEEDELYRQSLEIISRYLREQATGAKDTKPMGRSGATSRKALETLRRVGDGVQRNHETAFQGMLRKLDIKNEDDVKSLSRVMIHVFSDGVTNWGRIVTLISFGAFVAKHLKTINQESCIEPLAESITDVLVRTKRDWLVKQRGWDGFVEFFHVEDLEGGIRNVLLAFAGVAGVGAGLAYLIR
# Avidin bead fluor: avidin bead compound fluorescence profile. AID 1775. Avidin beads, compound fluorescence 488/530 nm, flow cytometry; active compounds read high. fluorescence (KMESF) at 10 µM. 220,000 compounds, 0.38% hits; in the data active = fluorescence above about 47; note: inactives centre near 10
# ABCB1 block: blocks JC-1 efflux by human ABCB1 transporter; P08183; CCRF-Adr cells, flow cytometry; inhibition, % at 6.6 µM; 190,000 compounds, 0.067% hits; in the data active = inhibition above about 40%;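 note: 0% = vehicle and 100% = reference inhibitor; higher value means more JC-1 retained so stronger ABCB1 efflux block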
# ABCG2 inh: blocks JC-1 efflux by human ABCG2 transporter. IgMXP3 cells, flow cytometry. inhibition, % at 6.6 µM. AID 1325. Q9UNQ0. 190,000 compounds, 0.1% hits;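 active = inhibition above 80%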;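 note: 0% = DMSO and 100% = nicardipine control wells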
#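 System: two drug-resistant human cell lines, ABCG2 and ABCB1; controls: nicardipine high and DMSO low controls; times: 10 min exposure at 25 °C with rotation, no wash; detection: flow cytometry of retained JC-1 fluorescence; read-out basis: percent efflux inhibition, scaled nicardipine 100% to DMSO 0%; doses: one concentration, 6.6 µM final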
# Pf gametocyte: kills late stage P. falciparum gametocytes | P. falciparum stage V gametocytes, ATP luminescence, 24 h | inhibition, % at 10.9 µM | 150,000 compounds, 0.065% hits | AID 743093;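 active = inhibition above the mean plus 3 SD of compounds within the control limits, set per campaign, cut at about 38% in these data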;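 note: 0% = DMSO wells and 100% = medium only without gametocytes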
# Numbers without * were called inactive; u = inconclusive; x = not tested or not shown.
SMILES,Rac1 wt GTP bind,Cdc42 wt GTP,Rab7 wt modul,Rac1 act GTP bind,HRas wt GTP,Rab2 wt GTP,Mcl1-Noxa inh,Avidin bead fluor,ABCB1 block,ABCG2 inh,Pf gametocyte
Cc1cccc(N2C(=O)c3cccc4c(N5CCCCC5)c([N+](=O)[O-])cc(c34)C2=O)c1C,103,103,98,100,101,100,1,15,-0.3,-1,5
CCCNC(=O)CCn1c(-c2ccc(C)cc2)cc(C(=O)OCC)c1C,u,u,u,u,u,u,11,12,1.7,70,-14
Cc1cc2c(cc1C)N(C(=O)CSc1nncn1C)C(C)(C)c1ssc(=S)c1-2,107,99,101,98,101,99,-6,5,0.9,1,-9
COc1ccc(NC(=O)C(=O)NCC(=O)Nc2cccc(C(F)(F)F)c2)cc1,103,99,106,98,104,100,-17,12,-0.2,1,8
Cc1ccc(S(=O)(=O)N2CCN(C(=O)c3ccc([N+](=O)[O-])cc3)C2)cc1,98,94,104,95,98,99,1,26,-0.4,-1,7
CCSc1nnc(-c2ccccc2NC(=O)CC)c(=O)[nH]1,100,101,96,98,100,101,4,30,1.2,7,26
CCC(CO)NCc1sccc1C (stereo unspecified),98,97,106,95,98,99,0,21,0.2,1,0
CCOC(=O)c1sc(NC(=O)Cc2c(F)cccc2Cl)nc1C,97,99,102,95,98,100,2,13,-1.0,14,22
COc1cc(CC(NC(C)=O)C(=O)NC2CCN(C(=O)C3CC3)CC2)cc(OC)c1 (stereo unspecified),103,98,99,100,96,98,-5,6,0.1,1,8
CCOc1ccc(NC(=O)N2CCC(n3nnc4ccccc43)CC2)cc1,95,95,92,96,94,94,4,8,0.4,1,7
CC(C)CC(=O)N1CCN(CC2CC=CCC2)CC1 (stereo unspecified),107,103,102,99,101,100,38,5,1.4,3,x
O=C(NCc1ccccc1)N1CCC(n2cnc3cc(F)ccc32)CC1,101,104,104,101,103,104,-4,10,1.1,4,x
Cc1ccc(OCC(=O)N/N=C\c2ccco2)c(C)c1,100,101,101,98,100,99,6,16,0.3,6,x
Cc1nnc2c(-c3ccccc3)nc3ccccc3n12,104,101,103,98,100,100,4,38,0.1,1,-1
COC(=O)c1ccc(NC(=O)CSc2nncn2C)cc1,u,u,u,u,u,u,31,13,0.0,20,x
Cc1ccc(C)c2[nH]c(=O)c(CCNC(=O)Cc3cccs3)cc12,104,103,98,101,100,99,5,x,0.7,5,x
O=C(NC1=C(Nc2ccc(F)cc2)C(=O)c2ccccc2C1=O)c1ccc(Cl)cc1,99,95,99,98,101,99,14,1,2.3,6,5
CC1CN(C(=O)c2cccs2)CC(C)O1 (stereo unspecified),98,96,97,95,98,97,10,13,0.3,7,0
Cc1nn(-c2ccccc2)c(Cl)c1/C=N/NC(=O)OC(C)(C)C,106,104,100,100,102,101,4,11,0.0,1,-24
COc1ccc(OCC(=O)Nc2ccc(S(=O)(=O)Nc3cc(C)nc(C)n3)cc2)cc1,99,99,97,98,100,97,13,9,0.1,1,x
O=C(NCCCCc1ccccc1)c1ccc(Br)o1,103,100,95,99,98,98,3,4,0.5,2,x
CCOP(=O)(OCC)C(Nc1ccc([N+](=O)[O-])cc1)c1ccc(Cl)cc1 (stereo unspecified),91,89,97,92,93,91,27,19,1.0,5,x
CN(C)S(=O)(=O)c1cccc(NC(=O)c2cc(=O)[nH]c3ccccc23)c1,93,92,94,90,93,96,20,8,-0.5,-4,9
CCc1sc(C(=O)NC)cc1Br,100,100,99,98,100,98,11,8,0.1,2,x
OCc1ccccc1OCCOc1ccc(Cl)c2cccnc12,100,101,102,101,102,102,2,12,0.5,3,x
CC(C)(C)C(=O)Nc1ccccc1C(=O)NCCCn1ccnc1,98,98,100,97,100,102,7,9,0.4,1,x
Cc1nn(C)c(Cl)c1CN1CCCC(CCC(=O)NCc2ccccc2F)C1 (stereo unspecified),97,98,97,98,97,97,1,9,0.4,0,-25
O=C(NN1C(=O)c2ccccc2NC1c1ccc([N+](=O)[O-])o1)c1ccc(Br)cc1 (stereo unspecified),106,101,99,97,101,103,12,9,0.1,3,-5
CCCC1OC23CCCCC2C(C#N)(C#N)C1(C#N)C(=N)O3 (stereo unspecified),107,103,101,100,100,102,10,12,-0.1,-5,x
O=C(COC(=O)c1ccc(-c2nnc(-c3ccccc3)o2)cc1)c1ccccc1,107,107,98,102,102,102,24,11,0.0,10,x
Cc1ccc2[nH]c(=O)c(C(c3nnnn3Cc3ccccc3)N3CCc4ccccc43)cc2c1 (stereo unspecified),105,96,101,96,103,101,3,11,3.0,5,-6
O=c1c2ccccc2nc2ccc(NCc3cccs3)nn12,74*,76*,91,88,79*,74*,7,10,0.6,17,x
CCCC(C(=O)NC(C)(C)C)N(C(=O)c1snc(C(N)=O)c1N)c1ccc2c(c1)OCCO2 (stereo unspecified),98,95,93,94,95,94,1,47*,0.9,0,x
COc1cc(C2CC(=O)N(CC(=O)NCC3CCCO3)c3ccccc3S2)cc(OC)c1OC (stereo unspecified),101,99,99,94,98,97,3,11,0.4,1,4
O=C(O)CC(Cc1ccc(Cl)cc1)C(=O)NCc1ccccc1 (stereo unspecified),96,96,98,94,95,95,5,13,0.3,11,x
COC(=O)c1ccc(Nc2cc(C)nc(-c3ccccc3O)n2)cc1,96,93,96,97,94,93,-94,8,0.1,2,x
CCOC(=O)C1CCN(C(=O)CSc2cc(=O)n(CC)c3ccccc23)CC1,98,99,99,95,98,98,7,7,1.0,4,x
CC1CCCC(NC(=O)C2CCN(S(=O)(=O)N3CCC4(CC3)OCCO4)CC2)C1C (stereo unspecified),107,101,100,98,101,98,15,11,0.8,0,x
Cc1cc(Nc2ccc(Cl)cc2)nc(NCc2ccccc2)n1,103,97,100,106,103,102,50,16,0.3,8,-3
COC(=O)c1cc(NC(=O)CN(c2ccc3c(c2)OCO3)S(C)(=O)=O)ccc1Cl,100,99,101,96,100,99,10,12,1.0,7,x
Cc1nc2ccc(C(=O)N/N=C/c3cc([N+](=O)[O-])ccc3O)cc2[nH]1,85,95,98,87,91,93,33,6,-1.4,-2,-4
CC1CCN(C(=O)c2ccc(COc3ccccc3Cl)o2)CC1,97,97,93,96,97,94,10,x,1.3,13,x
Cc1ccc(N2C(=O)C3C(c4ccccc4)N4CCCN4C3(C)C2=O)cc1 (stereo unspecified),108,103,99,103,100,98,12,12,0.1,-3,-12
COc1ccc(S(=O)(=O)N2CCN(C3CCN(Cc4ccccc4)CC3)CC2)cc1,108,101,98,103,99,100,-2,7,0.0,0,13
COc1ccc(S(=O)(=O)N2CCCCCC2)cc1C(=O)OCc1c(C)noc1C,99,97,101,95,99,97,12,38,3.9,9,-10
O=C(CNS(=O)(=O)c1ccccc1)N/N=C\c1ccc(Cl)cc1,99,102,98,99,98,97,6,6,0.0,13,x
COc1cc(C=O)ccc1OC(=O)c1ccncc1,94,96,98,96,94,98,3,10,-2.1,-4,0
CCCCC(=O)NNC(=S)NC(=O)CCC,106,101,104,98,102,100,-43,4,1.8,3,-8
COc1ccc(S(=O)(=O)N2CCCN(CC(=O)C(C)(C)C)CC2)cc1,106,107,100,102,105,105,4,16,-0.1,0,x
CCOC(=O)c1ccc(NC(=O)NC(C)C2CCCO2)cc1 (stereo unspecified),105,102,98,100,101,100,4,16,0.9,9,-2
Cn1c(=O)n(C)c2cc([N+](=O)[O-])c(N3CCN(C(=O)c4ccc(Cl)cc4)CC3)cc21,100,97,100,98,98,98,16,17,1.8,36,-14
CC(C)CCNC(=O)C(=O)Nc1ccccc1,104,98,100,97,97,104,20,10,0.1,1,0
O=S(=O)(c1ccccc1)N1CCN(S(=O)(=O)N2CCCCC2)CC1,108,101,99,101,100,102,-11,10,0.3,3,x
O=C(O)c1ccccc1C(=O)NNc1ccc(Cl)cc1,105,104,101,100,101,100,12,11,-0.2,-1,x
CCOC(=O)c1c(NC(=O)CSc2nnc(Cc3ccccc3)o2)sc(C(C)=O)c1C,102,103,96,99,103,103,-23,14,2.2,3,x
Cc1ccc(NC(=S)N(CCCN2CCCC2)Cc2cccn2Cc2ccc(Cl)cc2)cc1C,103,103,108,105,101,102,16,12,1.1,2,6
CC(O)c1cccc(NC(=O)C2CCCCC2)c1 (stereo unspecified),98,97,105,97,99,98,22,8,0.1,0,-4
Nc1ccc(CN2CCCCCC2)cc1,104,101,104,100,101,99,-5,8,0.5,1,-17
COC(=O)c1ccc(NC(=O)CN2C(=O)CSC2=O)cc1,103,101,101,101,101,103,3,20,-0.1,2,7
O=C(O)C1(P(=O)(c2ccc(Cl)cc2)c2ccc(Cl)cc2)CCCC1,98,98,112,93,101,99,8,10,0.7,3,-16

# (next part)
SMILES,Rac1 wt GTP bind,Cdc42 wt GTP,Rab7 wt modul,Rac1 act GTP bind,HRas wt GTP,Rab2 wt GTP,Mcl1-Noxa inh,Avidin bead fluor,ABCB1 block,ABCG2 inh,Pf gametocyte
Cc1[nH]nc(SCC(=O)N2CCC(C)CC2)c1[N+](=O)[O-],104,107,100,102,104,103,13,35,0.3,2,19
C=CCSc1nc2c(c(=O)[nH]c(=O)n2C)n1Cc1ccc(C)cc1,101,97,100,98,100,100,-9,7,0.7,4,x
CC(C)COc1ccc(CN=C(N)N=C(N)N)cc1Cl,107,103,101,100,101,100,13,16,0.2,1,1
Cn1cc(C(=O)NCCN2CCN(c3cccc(Cl)c3)CC2)c2c3ccccc3n(C)c2c1=O,96,97,97,97,96,95,17,9,8.8,12,x
CC(C)c1ccc2c(c1)C1(NN=C(c3ccccc3)S1)C(=O)N2 (stereo unspecified),92,91,97,94,93,89,-20,19,-1.3,-1,x

# Three compounds already listed, sorted by their value in Cdc42 wt GTP, high to low:
SMILES,Cdc42 wt GTP
Cc1[nH]nc(SCC(=O)N2CCC(C)CC2)c1[N+](=O)[O-],107
Cn1cc(C(=O)NCCN2CCN(c3cccc(Cl)c3)CC2)c2c3ccccc3n(C)c2c1=O,97
CC(C)c1ccc2c(c1)C1(NN=C(c3ccccc3)S1)C(=O)N2 (stereo unspecified),91
